# Screening results from PubChem.
# HP1b binding inh = HTS for Inhibitors of HP1-beta Chromodomain Interactions with Methylated Histone Tails; AlphaScreen HP1-beta / biotin-H3K9me3 peptide binding; Potency, µM (series often up to 114 µM), for inactives: at the top dose activity change, negative = inhibition, most hits filed as inhibitors; 390,000 compounds, 0.56% hits; also: potency is read from the fitted curve at half-maximal effect; nearly all actives have a fitted effect of over 70% in size; inactives centre near 23
#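 HP1-beta protein (50 nM final) preincubated 30 min at room temperature with biotinylated H3(1-18)K9me3 peptide (50 nM) in PBS pH 7.4, 0.01% Tween-20, then compound added for 30 min. AlphaScreen streptavidin donor/nickel chelate acceptor beads (10 ug/mL final), 30 min dark, luminescence read.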
# PGK inhibitor = qHTS Assay to Find Inhibitors of Phosphoglycerate Kinase; Phosphoglycerate kinase, glycosomal (Trypanosoma brucei brucei), P07378; PGK/GAPDH coupled, Kinase-Glo luminescence, 60 min; Potency, µM (titrated, usually from 57.5 µM), inactives show at the top dose activity change, negative = inhibition, most hits filed as inhibitors; 380,000 compounds, 0.043% hits; also: potency is read from the fitted curve at half-maximal effect; % is scaled to controls: 0 for no effect and ±100 for the full control effect; nearly all actives have a fitted effect of over 60% in size
#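 Recombinant glycosomal PGK reaction used 1,3-bisphosphoglycerate generated in-well by GAPDH (100nM final) in 100mM TEA pH 7.6, 5mM MgCl2, 0.01% Tween-20. After 60 minutes at room temperature, ATP was read by Kinase-Glo Plus luminescence end-point.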
# G9a block = qHTS Assay for Inhibitors of Histone Lysine Methyltransferase G9a. Histone-lysine N-methyltransferase EHMT2 (Homo sapiens), Q96KQ7. AID 504332, 2011. 350,000 compounds, 8.8% hits. G9a H3K9 monomethylation, AlphaScreen, 2 h. Potency, µM (titrated, usually from 102 µM), for inactives: top-dose activity, negative = inhibition, hits mostly inhibitors; also: potency is read from the fitted curve at half-maximal effect; % is scaled to controls: 0 for no effect and ±100 for the full control effect; nearly all actives have a fitted effect of over 75% in size
#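 Quantitative HTS format: methyltransferase activity on a biotin-tagged H3K9 peptide is measured by AlphaScreen, using a rabbit anti-monomethyl-H3K9 antibody with streptavidin donor and anti-IgG acceptor beads. Final levels are 20 nM enzyme, 500 nM peptide, 20 uM SAM; 2 h RT.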
# JMJD2A Tudor = qHTS Assay for Inhibitors of JMJD2A-Tudor Domain | AlphaScreen JMJD2A-Tudor / H3K4me3 peptide binding | Potency, µM (highest dose often 114 µM), for inactives: at the top dose activity change, negative = inhibition, hits mostly inhibitors | Lysine-specific demethylase 4A (Homo sapiens), O75164 | 390,000 compounds, 4.4% hits | AID 504339, 2011; also: potency is read from the fitted curve at half-maximal effect; % is scaled to controls: 0 for no effect and ±100 for the full control effect; nearly all actives have a fitted effect of over 50% in size
# Target sequence (O75164 whole entry, looked up, the tested form may be a part): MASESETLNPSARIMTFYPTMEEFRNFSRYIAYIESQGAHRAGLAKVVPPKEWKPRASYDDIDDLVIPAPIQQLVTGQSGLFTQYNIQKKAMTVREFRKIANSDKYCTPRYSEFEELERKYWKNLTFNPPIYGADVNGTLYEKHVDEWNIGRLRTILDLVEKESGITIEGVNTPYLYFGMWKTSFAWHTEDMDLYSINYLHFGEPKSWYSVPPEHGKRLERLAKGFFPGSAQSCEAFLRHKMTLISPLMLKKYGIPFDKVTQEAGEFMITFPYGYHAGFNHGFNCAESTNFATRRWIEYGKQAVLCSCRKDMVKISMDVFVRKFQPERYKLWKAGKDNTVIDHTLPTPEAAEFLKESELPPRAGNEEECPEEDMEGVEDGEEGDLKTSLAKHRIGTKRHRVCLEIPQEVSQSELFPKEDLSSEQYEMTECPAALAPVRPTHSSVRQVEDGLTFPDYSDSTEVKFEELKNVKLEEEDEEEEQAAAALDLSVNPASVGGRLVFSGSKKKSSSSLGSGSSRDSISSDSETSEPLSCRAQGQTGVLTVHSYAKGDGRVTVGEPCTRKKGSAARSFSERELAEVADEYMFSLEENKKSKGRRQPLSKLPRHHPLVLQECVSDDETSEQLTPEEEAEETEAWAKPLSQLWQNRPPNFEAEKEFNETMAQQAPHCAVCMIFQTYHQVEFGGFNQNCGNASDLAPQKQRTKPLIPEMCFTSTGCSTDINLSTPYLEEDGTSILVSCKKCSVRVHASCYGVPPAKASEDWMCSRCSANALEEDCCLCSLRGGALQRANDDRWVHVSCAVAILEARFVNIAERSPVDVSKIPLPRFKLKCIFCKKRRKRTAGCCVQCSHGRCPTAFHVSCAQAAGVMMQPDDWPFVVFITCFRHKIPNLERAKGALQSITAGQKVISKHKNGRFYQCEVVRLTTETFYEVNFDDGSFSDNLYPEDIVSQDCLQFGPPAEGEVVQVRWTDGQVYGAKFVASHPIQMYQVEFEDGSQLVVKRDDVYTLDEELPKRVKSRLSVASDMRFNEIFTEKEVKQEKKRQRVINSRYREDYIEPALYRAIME
# BAZ2B inh = qHTS Assay for Inhibitors of BAZ2B; Bromodomain adjacent to zinc finger domain protein 2B (Homo sapiens), Q9UIF8; AlphaScreen BAZ2B-H3K14Ac peptide displacement; Potency, µM (top dose mostly 114 µM), inactives show at the top dose activity change, negative = inhibition, usual class: inhibitors; 360,000 compounds, 4.4% hits; AID 504333, 2011; also: potency is read from the fitted curve at half-maximal effect; % is scaled to controls: 0 for no effect and ±100 for the full control effect; nearly all actives have a fitted effect of over 60% in size
#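 Multi-concentration screen (max 110 uM) measuring displacement of acetylated histone H3 peptide from BAZ2B by AlphaScreen, using 50 nM protein, 50 nM peptide and 10 ug/mL streptavidin donor plus Ni-chelate acceptor beads.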
# PI4K2A inh = qHTS for small molecular inhibitors of PI4K2A | Phosphatidylinositol 4-kinase type 2-alpha (Homo sapiens), Q9BTU6 | purified PI4K2A, ADP-Glo luminescence, 1 h; stronger effect = lower value | activity change, negative = inhibition, % at 76.9 µM | 420,000 compounds, 0.13% hits; in the data active = activity change below about -50%; inconclusive = mostly about -30% to -49%;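 also: -100% = wells without enzyme as full effect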
#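 Compounds are screened against recombinant PI4K2A using PI as substrate and ATP, the latter dispensed at 300 microM. Reactions run one hour at ambient temperature before ADP-Glo detection; full inhibition defined by wells lacking enzyme.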
# Pol eta inh = qHTS for Inhibitors of Polymerase Eta; DNA polymerase eta (Homo sapiens), Q9Y253; recombinant Pol eta, fluorescent DNA replication assay; Potency, µM (highest dose often 114 µM), without a hit: at the highest dose activity change, negative = inhibition, hits mostly inhibitors; 390,000 compounds, 1.2% hits; also: potency is read from the fitted curve at half-maximal effect; % is scaled to controls: 0 for no effect and ±100 for the full control effect
#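 Fluorescent replication assay: 50 nM final substrate added after a 15 min room-temperature compound preincubation with 10 nM enzyme. Signal taken at 0 min and again at 10 min.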
# Pin1 inhibitor = qHTS Assay to Find Inhibitors of Pin1 | Peptidyl-prolyl cis-trans isomerase NIMA-interacting 1 (Homo sapiens), Q13526 | Potency, µM (highest dose often 115 µM), for inactives: top-dose activity, negative = inhibition, most hits filed as inhibitors | 390,000 compounds, 0.009% hits | Pin1 FP peptide displacement, HiFluor488, 10 min; active = well fitted inhibition curve with a large enough effect in the polarisation, with a control signal flat, not every such curve was filed as active; inconclusive = small, poorly fitted or top-dose-only effect, or effect the other way, or a change in a side signal; inactive = no such curve, though single readings can be large or run the other way; the % refers to the polarisation; also: potency is read from the fitted curve at half-maximal effect; % is scaled to controls: 0 for no effect and ±100 for the full control effect
# GLS inhibitor = qHTS for Inhibitors of Glutaminase (GLS); 410,000 compounds, 0.21% hits; AID 624170, 2012; Potency, µM (top dose mostly 45.5 µM), for the others: at the top dose activity change, negative = inhibition, hits mostly inhibitors; GLS enzymatic activity, qHTS titration; also: potency is read from the fitted curve at half-maximal effect; % is scaled to controls: 0 for no effect and ±100 for the full control effect
#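 Assay buffer: 45 mM KH2PO4 pH 8.2, 0.02% Tween-20. hKGA acts on L-glutamine (1 mM solution added); product glutamate is reported by an oxidase/peroxidase Amplex Red coupling, with fluorescence taken at baseline and 30 min.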
# * = called active by the depositor; i = inactive; ? = inconclusive; . = no result given; [ ] = remark or other dose. Unless noted, calls follow the shape of the dose curve; as a rule, active = well fitted curve in the direction sought with a large enough effect; inconclusive = small, poorly fitted or top-dose-only effect, or another doubt; inactive = no such curve, though single readings can be large; an effect the other way counts as inactive or inconclusive.
SMILES,HP1b binding inh,PGK inhibitor,G9a block,JMJD2A Tudor,BAZ2B inh,PI4K2A inh,Pol eta inh,Pin1 inhibitor,GLS inhibitor
O=C1[C@H]2[C@@H](c3ccc(F)cc3)N3C(=O)N(c4cccc(F)c4)C(=O)[C@@]3(Cc3ccccc3)[C@H]2C(=O)N1C1CCCCC1,72%[activator],i,9%[2.33 µM],-9%,-1%,4,-20%,7%,-13%
COc1ccc(-c2nc(SCC(=O)NCCc3ccccc3)n[nH]2)cc1,27%[57 µM],-4%,-4%[59 µM],9%,2%,2,7%,0%,6%
CC(C)(C)NC(=O)CN(C(=O)C1CSC(=O)C1)c1ccc2c(c1)OCCO2 (stereo not drawn),22%,-9%,0%[59 µM],4%,11%,2,1%,1%,-2%
CC1CN(C(=O)c2cc(COc3c(F)cccc3F)on2)CCN1C (stereo not drawn),24%,-7%,.,?,.,-7,0%,3%,10%
COc1ccc(-c2cc(C(F)(F)F)nc(SCC(=O)N3CCCCC3)n2)cc1OC,46%[activator],9%,-2%[59 µM],7%,11%,0,-6%,-3%,8%
COc1ccc(OCc2nnc(SCC(N)=O)n2N)cc1,20%,1%,9%[59 µM],8%,10%,-2,-5%,-9%,2%
CNC(=O)Nc1ccccc1C(=O)NCc1ccccc1,35%,-6%,-1%,-16%,-2%,-4,-10%,0%,1%
CNS(=O)(=O)c1cccc(C(=O)Nc2cccc(Cl)c2)c1,20%,-4%,?,3%,6%,-1,4%,-12%,5%
CC(C)(C)C(=O)NC(=S)Nc1ccc(Cl)c(C(=O)O)c1,36%,-7%,-33%,-3%,-32%,-9,-21%,-6%,10%
CSc1ccccc1NC(=O)COC(=O)Cn1cc(C(F)(F)F)ccc1=O,50%[activator],9%,50%[2.33 µM],2%,0%,0,-20%,-3%,-4%
COc1ccc2cc(CNc3ccccc3)c(=O)n(CC(=O)Nc3ccc(C(C)=O)cc3)c2c1,10%,3%,-33%[59 µM],-24%,-12%,-11,0%,8%,-14%
COc1ccc(S(=O)(=O)N2CCOC2CNC(=O)C(=O)NCCc2ccc(OC)c(OC)c2)cc1C (stereo not drawn),12%,-4%,18%[59 µM],-24%,0%,-3,-10%,5%,7%
O=C(c1cccs1)N1CCN(S(=O)(=O)c2ccc(F)cc2)CC1,29%,5%,-24%,-12%,-10%,3,-11%,-1%,1%
Cc1ccc(C)c(SCC(=O)NC(=O)Nc2ccc3c(c2)OCCO3)c1,27%,-6%,9%[59 µM],-10%,-26%,2,-22%,1%,4%
O=C(Nc1ncnc2sc3c(c12)CCCCC3)c1ccc(F)cc1,59%[activator],-1%,11%,-3%,4%,0,-14%,?,-11%
CCN(CC)c1ccc(C2C3CCCCC3(O)CCN2CC(=O)N2CCCCC2)cc1 (stereo not drawn),14%,i,-36%[59 µM],-31%,-35%,-4,?,3%,67%[activator]
CCC(=O)N1CCc2cc(Br)cc(S(=O)(=O)CCC(=O)Nc3cccc(CC)c3)c21,35%,-2%,-2%[59 µM],3%,2%,2,-16%,1%,-12%
C/C(=N\NC(=O)c1c(C)nc2ccccn12)c1cccc([N+](=O)[O-])c1,31%,-1%,22%,1%,-17%,4,-19%,-6%,2%
COc1ccc(C(c2nnnn2C2CCCCC2)N2CCN(C)CC2)c(OC)c1 (stereo not drawn),29%,-6%,-37%,-3%,-10%,4,-11%,-1%,2%
CS(=O)(=O)N(CC(=O)O)c1ccc2c(c1)OCO2,17%,5%,-4%[59 µM],-18%,11%,16,-1%,-3%,1%
CCOc1ccc(-n2c(SCC(N)=O)nc3sc4c(c3c2=O)CCN(C)C4)cc1,18%,-1%,?,-16%,-22%,-7,-15%,13%,-6%
Oc1ccccc1C=NNC(=S)NN=Cc1ccccc1O,-16%[57 µM],-2%,.,20µM*,.,5,-9%,15%,8%
COc1ccc(/C=N/n2c(C)nc3sc(C)c(C)c3c2=O)cc1,16%,1%,3%,-9%,3%,1,-1%,7%,3%
CCc1ccc(Nc2ncc3c(n2)CC(C)(C)CC3=O)cc1,5%,0%,-1%,-10%,1%,1,-8%,-2%,-4%
Cc1ccn2c(=O)nc(SCc3cccc(C(F)(F)F)c3)nc2c1,33%[activator],-2%,-7%,-2%,-3%,3,-8%,-1%,5%

# As entered above.
# For Pin1 inhibitor, CCN(CC)c1ccc(C2C3CCCCC3(O)CCN2CC(=O)N2CCCCC2)cc1 (stereo not drawn) is listed with 3%
# For G9a block, CC(C)(C)C(=O)NC(=S)Nc1ccc(Cl)c(C(=O)O)c1 is listed with -33%

# Next section.
SMILES,HP1b binding inh,PGK inhibitor,G9a block,JMJD2A Tudor,BAZ2B inh,PI4K2A inh,Pol eta inh,Pin1 inhibitor,GLS inhibitor
Cc1c(C(=O)Nc2nc3ccccc3[nH]2)oc2ccc(Br)cc12,22%,-3%,16%,-23%,10%,2,-7%,9%,0%
Cc1ccc(-c2cc(C(=O)OCC(=O)Nc3ncc(C(F)(F)F)cc3Cl)c3ccccc3n2)cc1,18%,-4%,-8%[59 µM],-13%,0%,3,-3%,-1%,4%
CCCCNCC1CCCO1 (stereo not drawn),16%[57 µM],-6%,7%,-6%,-6%,0,-18%,-1%,8%
N/C(Cc1nc(-c2ccc(Cl)cc2)cs1)=N/O,26%,4%,4%,-6%,1%,0,7%,7%,-8%
CCn1c(SCC(=O)N2c3ccccc3CCc3ccccc32)nc2c1c(=O)n(C)c(=O)n2C,20%,0%,.,-5%,.,2,-1%,-3%,0%
O=C1C(=C(c2ccccc2)c2ccccc2)Nc2ccccc21,16µM*,1%,-147%[59 µM],28µM*,11µM*,-2,-19%,?,1%
CC(=O)Nc1ccccc1NC(=O)CC(C)(C)C,8%,-8%,?,-4%,-6%,-3,-9%,-5%,-5%
CN(C(=O)COc1coc(CN2CCN(c3ccccc3)CC2)cc1=O)c1ccccc1,36%,i,-26%[0.501 µM],-15%,-20%,1,-17%,2%,0%
COc1ccc(C)cc1N(C(=O)CNC(=O)c1ccco1)C(C(=O)NCC1CCCO1)c1ccccc1 (stereo not drawn),20%,i,5%[59 µM],-10%,0%,-1,-3%,2%,-9%
Cc1ccc(C)c(Cn2nnc3c(=O)[nH]c(C4CCCN(C(=O)c5ccco5)C4)nc32)c1 (stereo not drawn),-10%,i,2%,-24%,-21%,0,0%,-1%,-12%
CC(C)C(C)(C#N)NC(=O)CSc1nnc(-c2ccccc2)o1 (stereo not drawn),49%,-10%,-5%,3%,3%,10,-7%,1%,-1%
Cc1nnc(NC(=O)CN2C(=O)c3ccccc3S2(=O)=O)s1,22%,-1%,50µM*,-28%,-2%,2,-23%,-4%,-1%
COCCNS(=O)(=O)c1ccc2c3c(cccc13)C(=O)N2C,29%,-5%,-1%,-2%[57.1 µM],-26%,-6,-1%,-2%,-5%
NC(=O)C1(NC(=O)[C@@H]2CC3(CC(c4cccc(NC(=O)[C@@H]5CCC(=O)N5)c4)=NO3)CN2C(=O)c2ccccc2)CC1 (stereo partly drawn),56%[activator],-2%,.,-18%,-2%,1,-13%,1%,-3%
CC(Cc1nnc(N)s1)c1ccccc1 (stereo not drawn),-15%,-1%,32µM*,-11%,11%,-3,-5%,10%,3%
CC(C)c1ccc(NC(=O)N2c3ccccc3Sc3ccccc32)cc1,50%[activator],1%,12%[59 µM],3%,0%,-1,-19%,?,12%
O=c1c2ccccc2c(-c2ccccc2)nn1-c1cc(Cl)ccc1[N+](=O)[O-],-11%,-1%,-8%[59 µM],-29%[11.4 µM],?,7,-4%,-6%,-19%
CCCn1cnc2cc(NCc3ccccc3OCC)ccc21,?,-10%,1.8µM*,56µM*,40µM*,2,-29%,1%,?
O=C(NC1CCCc2ccccc21)C12CC3CC(CC(O)(C3)C1)C2 (stereo not drawn),46%[activator],6%,-3%[59 µM],-14%,-7%,0,5%,-3%,2%
CCN(CC(=O)Nc1ccc(NC(C)=O)cc1)C(=O)COc1ccccc1Cc1ccccc1,8%,-1%,2%,-23%,-24%,-3,-12%,-7%,-1%
COc1ccc(N2C(=O)CC(N(CCc3ccc(S(N)(=O)=O)cc3)C(=S)Nc3ccccc3)C2=O)cc1 (stereo not drawn),13%,-6%,?,-18%[11.4 µM],-37%,2,-12%,6%,-12%
Cc1noc2ncnc(N3CCCCC3)c12,29%,-5%,-10%,-11%,-16%,5,-17%,-3%,-4%
CCOc1cc(/C=C(/C#N)c2ccc(Cl)cc2)cc(Cl)c1OCC(=O)O,16%,-11%,6%,-19%,1%,1,4%,-2%,13%
CSc1nncc(-c2ccc(F)c(F)c2)n1,23%,i,63%[activator][59 µM],-17%[57.1 µM],-37%,1,0%,13%,0%
O=S(=O)(c1ccc(NC(=S)NCc2ccco2)cc1)N1CCCC1,11%,-1%,?,-20%,?,-1,-12%,-2%,3%
O=C(O)c1ccccc1-c1ccccc1C(=O)Nc1nccs1,41%[activator],-4%,2%[59 µM],-4%,?,1,-15%,-2%,0%

# The list is partial; count on the stated rates, not on these rows.
